# NLRP3 yeast inh = inhibitors of NALP3 inflammasome in yeast; Yeast reconstituted NLRP3/ASC/caspase-1, beta-gal luminescence, 24 h; 0.39% of 330,000 active; inhibition, % at 10 µM;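 active = inhibition of 50% or more; inactive = inhibition below 50%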;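 also: plate controls were induced DMSO wells for no effect and uninduced yeast grown without galactose for full effect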
# mIAP activ = mouse IAP activation | AID 2805 | 0.24% of 330,000 active | activation factor at 10 µM | muIAP, CDP-Star luminescence, 30 min; active compounds read high; 1 = vehicle-only enzyme signal, 0 = enzyme-free wells;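 active = activation factor of at least 2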; also: the source names both 10 and 20 µM as test concentration; values of inactives mirror those of a sister screen read the other way
#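 also added = chemiluminescent substrate CDP-Star | test system = mouse IAP enzyme | signal = chemiluminescence readout | compound = DMSO-dissolved test compounds | incubation = 30 min at room temperature | benchmarks = DMSO wells, no-enzyme wells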
# SENP1 inh = blocks the human SENP1 SUMO protease catalytic domain. Q9P0U3. recombinant SENP1 catalytic domain, CyPet-SUMO1-YPet FRET cleavage. 0.21% of 360,000 active. inhibition, % at 10 µM;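 active = inhibition at least 30% at 10 µM, raw YFP signal under a set limit, fluorescence ratio 0.5 to 1.5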;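 also: 0% = enzyme with DMSO and 100% = no enzyme wells; some results filed as inactive read as strong as hits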
# Target sequence (Q9P0U3 419-644 limits assumed): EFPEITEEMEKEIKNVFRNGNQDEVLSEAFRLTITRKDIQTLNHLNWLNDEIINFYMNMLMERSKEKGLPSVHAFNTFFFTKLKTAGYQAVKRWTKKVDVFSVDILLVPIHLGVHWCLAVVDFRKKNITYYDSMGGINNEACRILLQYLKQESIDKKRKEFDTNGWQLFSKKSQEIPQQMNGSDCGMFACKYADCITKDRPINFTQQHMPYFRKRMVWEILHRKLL
#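 Controls: no-enzyme wells low, DMSO-plus-enzyme wells high control. Test system: human recombinant His6-tagged SENP1 catalytic domain enzyme. Reagent: SFCypet-SUMO1-SFYpet FRET protein substrate, 25 nM final. Doses: one dose per compound, 10 µM, 0.5% DMSO. Detection: FRET, CFP and YFP emission. Timing: 50 min reaction at room temperature.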
# hIAP activ = human IAP activation; P09923; purified human IAP, CDP-Star luminescence, 30 min; active compounds read high; 1 = vehicle-only enzyme, 0 = enzyme-free background; activation factor at 10 µM; 0.16% of 330,000 active; AID 2524;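 active = activation factor of the enzyme at least 2-fold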; also: the source names both 10 and 20 µM as test concentration; values of inactives mirror those of a sister screen read the other way
# A3A deaminase = inhibitors of human APOBEC3A DNA deaminase; recombinant A3A, FAM/TAMRA ssDNA deamination fluorescence; inhibition, % at 20 µM; 0.41% of 330,000 active;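 active = at least 40% inhibition at 20 µM here, with at most 30% in a related deaminase screen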;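 also: plate controls were A3A with DMSO for no effect and wells lacking A3A enzyme for full effect; some results filed as inactive read as strong as hits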
# Target sequence (P31941 whole entry, looked up): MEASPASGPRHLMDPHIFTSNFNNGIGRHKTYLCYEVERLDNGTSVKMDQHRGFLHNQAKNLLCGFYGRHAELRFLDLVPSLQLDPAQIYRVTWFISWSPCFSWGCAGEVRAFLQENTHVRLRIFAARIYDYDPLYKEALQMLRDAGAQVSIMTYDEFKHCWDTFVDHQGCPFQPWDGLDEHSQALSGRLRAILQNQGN
# beta cell repl = inducers of beta-cell replication in MIN6 cells; MIN6 cells proliferation, ATPlite luminescence, 48 h; cells starved in 0.2% serum; 100% = growth in 10% serum; proliferation, % at 10 µM; 0.29% of 330,000 active; AID 2380;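 active = compounds whose signal lies at least 3.5 SD above the mean of all wells on their plate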;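 also: 0% = DMSO-treated cells in low-serum medium and 100% = 10% serum control; some compounds called inactive have numbers as strong as hits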
# APOBEC3G inh = blocks human APOBEC3G single-stranded DNA deamination; Q9HC16; 0.28% of 330,000 active; recombinant A3G, ssDNA deamination FAM/TAMRA fluorescence; AID 493012; inhibition, % at 20 µM;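 active = inhibition of at least 40% at 20 µM, with no more than 30% in the related APOBEC3A deaminase screen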;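 also: plate controls were DMSO wells with A3G for no effect and wells lacking A3G enzyme for full effect; some compounds called inactive have numbers as strong as hits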
# Target sequence (Q9HC16 whole entry, looked up): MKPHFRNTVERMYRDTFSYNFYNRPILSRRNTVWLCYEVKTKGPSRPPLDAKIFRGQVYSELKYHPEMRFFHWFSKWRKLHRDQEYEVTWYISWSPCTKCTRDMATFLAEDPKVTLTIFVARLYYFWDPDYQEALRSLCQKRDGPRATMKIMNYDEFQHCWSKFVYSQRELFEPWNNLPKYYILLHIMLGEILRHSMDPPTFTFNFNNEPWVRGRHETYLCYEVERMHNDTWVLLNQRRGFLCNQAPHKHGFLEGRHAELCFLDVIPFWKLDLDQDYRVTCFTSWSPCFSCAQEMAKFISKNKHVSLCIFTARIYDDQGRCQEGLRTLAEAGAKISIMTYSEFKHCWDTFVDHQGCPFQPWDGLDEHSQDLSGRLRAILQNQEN
# hIAP block = blocks human intestinal alkaline phosphatase. inhibition, % at 10 µM. P09923. purified IAP, CDP-Star luminescence, 30 min. 0.12% of 330,000 active;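 active = inhibition reaching a set limit with compound at 10 µM in the primary screen, cut at about 35% in these data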;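 also: plate controls were DMSO wells with enzyme for no effect and no-enzyme buffer wells for full effect; values of inactives mirror those of a sister screen read the other way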
# mIAP inh = blocks mouse intestinal alkaline phosphatase; purified mouse IAP, CDP-Star luminescence, 30 min; inhibition, % at 10 µM; 0.2% of 330,000 active;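 active = inhibition of at least 40% at 10 µM in the primary screen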;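 also: plate controls were DMSO with enzyme for no effect and no enzyme wells for full effect; values of inactives mirror those of a sister screen read the other way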
# * = called active by the depositor; & = joins results of further samples. Some of the compounds tested; the hit share may differ from the screen's.
SMILES,NLRP3 yeast inh,mIAP activ,SENP1 inh,hIAP activ,A3A deaminase,beta cell repl,APOBEC3G inh,hIAP block,mIAP inh
COCCNC(=O)c1cccc(OC2CCN(Cc3ccc(C(C)C)cc3)CC2)c1,12,1,0,0.96,4,-1,-1,4,-4
CCCC(=O)Nc1c(C)n[nH]c1C,2,1,-1,0.86,8,0,-2,14,0
O=C(CN1CCCCCC1)Nc1ccccc1F,4,0.96,0,0.96,-4,-3,-2,4,4
Cc1ccc(-c2nn(-c3ccccc3)cc2/C=N/NS(=O)(=O)c2ccccc2)cc1,16,0.98,3,0.88,-3,-4,-4,12,2
CC(C)c1ccc(NC(=O)COc2ccccc2)cc1,23,1,0,0.79,-4,-3,-34,21,-3
N#Cc1c(NC(=O)CSc2ncn(-c3ccccc3)n2)sc2c1CCCC2,6,0.87,1,0.88,0,0,0,12,13
Cc1c(NC(=O)c2cc(-n3cnnc3)ccc2Cl)cccc1-c1nc2ccccc2o1,9,1.3,2,1.3,46*,-2,25,-30,-30
COc1ccccc1NC(=O)CNC(=O)c1ccc(Br)o1,18,1.1,1,1.1,-6,-1,-1,-7,-11
CCOc1ccc(C(=O)NCC(=O)OCc2csc(-c3ccccc3)n2)cc1,23,1.1,-1,1,-5,-5,-8,-4,-14
CCC[C@@H](CN1CCC[C@H]1CN1C(N)=NC[C@H]1CC(C)C)N1C[C@@H](Cc2ccccc2)N(CCc2ccc(Cl)c(Cl)c2)C1=N,15,1.2,0,1.4,-2,-4,-5,-41,-24
Cc1nnc(SCC(=O)NCc2ccc3c(c2)OCO3)[nH]c1=O,27,0.79,0,0.94,-1,0,-5,6,21
CN1CCN(C(=O)/C(=C\c2cccc([N+](=O)[O-])c2)NC(=O)c2cccs2)CC1,-9,1,1,1,-2,-3,-7,-4,0
COc1ccc(N2CCN(S(=O)(=O)c3cc(C)ccc3OC)CC2)cc1,30,1,-1,1,2,1,5,0,-4
CCOc1cc(C(=O)Nc2cccnc2)cc(OCC)c1OCC,16,0.98,1,1,-5,-2,-11,-1,2
Cc1cccc(OCCn2c(CCCO)nc3ccccc32)c1,14,0.99,2,1.1,-1,1,-5,-5,1
COc1cc(NC(=O)c2ccc(Br)cc2)c(OC)cc1NC(=O)c1ccccc1,-8,0.98,-12,0.9,-2,-3,-1,10,2
Cc1cc(C)nc(N/N=C/C(Cl)=C/c2ccccc2)n1,-2,1,0,0.98,-2,-2,-3,2,-5
N#CC1=C(N)Oc2cc(N)ccc2C1c1ccccc1F (stereo not given),-14,1.1,-24,0.99,-1,-1,-2,1,-7
O=C(c1ccc(Cl)cc1)C1CCCN(C(=O)c2csnn2)C1 (stereo not given),7,0.97,0,0.9,1,6,-3,10,3
CCC(C)c1ccccc1NC(=O)C(C)OC(=O)c1ccco1 (stereo not given),22,0.98,3,0.92,-4,0,-7,8,2
COc1ccc(OCC(=O)NNC(=O)C2CCCO2)cc1 (stereo not given),13,0.96,1,0.9,0,0,-4,10,4
CCOc1ccccc1NC(=O)COC(=O)CN(C)S(=O)(=O)c1ccc(C)cc1,7,1,2,1,3,-1,0,-4,-4
O=C(COc1ccc2ccccc2c1Br)Nn1cnnc1,13,0.95,2,1.2,-2,-3,-3,-16,5
Cc1ccc(S(=O)(=O)N2CCC(C(=O)Nc3ccc(S(=O)(=O)N4CCCC4)cc3)CC2)cc1C,26,2.2*,1,0.92,11,-3,-8,8,-115
Cc1ccc(C(=O)N2CCCC(C(=O)c3ccc(Cl)cc3C)C2)cn1 (stereo not given),7,1,2,0.83,-1,7,0,17,-3

# Complete entries, looked up by structure. Order of screens: NLRP3 yeast inh, mIAP activ, SENP1 inh, hIAP activ, A3A deaminase, beta cell repl, APOBEC3G inh, hIAP block, mIAP inh
# Cc1c(NC(=O)c2cc(-n3cnnc3)ccc2Cl)cccc1-c1nc2ccccc2o1 is listed as 9, 1.3, 2, 1.3, 46*, -2, 25, -30, -30
# O=C(CN1CCCCCC1)Nc1ccccc1F is listed as 4, 0.96, 0, 0.96, -4, -3, -2, 4, 4

# Next results follow.
SMILES,NLRP3 yeast inh,mIAP activ,SENP1 inh,hIAP activ,A3A deaminase,beta cell repl,APOBEC3G inh,hIAP block,mIAP inh
CCCC[C@H]1COCCS(=O)(=O)N1Cc1ccc(F)cc1,17,0.98,0,0.97,2,-4,7,3,2
CC(=O)Nc1nc2c(s1)CCc1ccccc1-2,9,0.99,2,0.9,-1,0,-1,10,1
CCc1cc(Cl)c(OC)c(C(=O)NC[C@@H]2CCCN2CC)c1O,37,0.98,-1&0,0.85,-2,-4,-9,15,2
Nc1nc2c(s1)CCc1ccccc1-2,13,1.1,-1,0.99,-2,-7,-4,1,-7
CN(C)c1ccc(/C=N/N(CCC(=O)NC(C)(C)C)C2=NS(=O)(=O)c3ccccc32)cc1,4,0.96,-21,0.85,-5,0,-7,15,4
O=C(CCCl)Nc1cc(SCCO)cc([N+](=O)[O-])c1,11,0.93,0,0.97,0,-1,-3,3,7
CCN1CCN(CCc2nc3cc(NC(=O)COc4ccc(Cl)cc4)ccc3n2C)CC1,10,0.98,2,1.1,-3,-1,-9,-10,2
Cc1cc(NC(=O)c2ccc(NC(=O)c3cccs3)cc2)no1,11,0.96,3,1.1,1,-3,0,-6,4
COc1ccc(C(=O)CCC(C)(C)[N+](=O)[O-])cc1OC,2,0.94,2,0.97,-2,2,-6,3,6
COc1ccc(S(=O)(=O)Oc2ccc(C(=S)N3CCOCC3)cc2OC)cc1,13,0.94,1,1.2,-9,-1,-4,-16,6
COc1ccc(NC(=S)NC(C)C(c2ccccc2)N2CCOCC2)cc1 (stereo not given),-24,1,1,1,-5,5,-7,-1,-3
Cc1cccc2sc(N(CCN3CCOCC3)C(=O)CCS(=O)(=O)c3ccccc3)nc12,36,0.9,1,1,1,-6,-8,-2,10
CC(=O)OCC(OC(C)=O)C(OC(C)=O)C(OC(C)=O)C(=O)Nc1ccc(C)cc1 (stereo not given),9,0.93,-1,0.93,-3,0,-5,7,7
CCC1=NN(C(=O)c2ccc(Cl)cc2)C(O)(c2ccccc2)C1 (stereo not given),33,0.83,8,1.4,-7,-5,-2,-41,17
CCOCCCNC(=O)C1(O)c2cc(Br)ccc2NC(=O)N1c1ccc(OCC)cc1 (stereo not given),15,0.91,-2,0.89,-3,-4,-4,11,9
O=C(NC(Cc1ccccc1)C(=O)O)/C(=C\c1ccc(F)cc1)NC(=O)c1ccccc1 (stereo not given),3,0.94,-1,0.94,0,0,-4,6,6
COc1ccccc1C(=O)NCC(=O)OCC(=O)c1ccc(Cl)s1,13,0.88,2,1.1,1,-2,-4,-7,12
COc1ccc(C(=O)N(CCc2ccccc2)Cc2ccccc2)cc1S(=O)(=O)N1CCOCC1,6,0.93,0,1,-1,5,-11,-5,7
O=C(O/N=C1\CCS(=O)(=O)c2sccc21)C1CC1,5,1,1,1.1,-2,0,-6,-5,-2
C=Cc1cccc(NC(=O)c2ccc(NC(=O)c3ccco3)cc2)c1,37,0.92,3,1.3,-6,1,-7,-30,8
CCCN(CCC)Cc1c(C(=O)N/N=C/C(C)=C\c2ccco2)nnn1-c1nonc1N,-2,0.91,-4,0.93,-1,0,-3,7,9
Cn1c(CCNC(=O)c2ccco2)nc2cc(NC(=O)C3CCCCC3)ccc21,-14,0.97,-1,1.1,1,2,-8,-12,3
CC1(C)CC(=O)C(C=Nc2ccccc2)=C(O)C1,11,1.3,1,0.86,-2,0,-5,14,-34
CC1CCc2c(nc3ncnn3c2N2CC(C)OC(C)C2)C1 (stereo not given),6,1.1,3,1.1,-3,-1,-1,-6,-7
C=CCn1c(=O)c2ccccc2n2c(SCC(=O)/C(C#N)=C(\C)N)nnc12,12,0.98,0&2,0.87,0,5,-8,13,2
SMILES,NLRP3 yeast inh,mIAP activ,SENP1 inh,hIAP activ,A3A deaminase,beta cell repl,APOBEC3G inh,hIAP block,mIAP inh
CCC(=O)Nc1ccc(NC(=O)c2ccco2)cc1,16,1.1,0,0.89,1,-4,6,11,-10
COc1ccc(S(=O)(=O)N2CCCCC2)cc1NC(=O)CCNC(=O)c1ccc(Br)cc1,6,0.95,-1,1.2,3,-1,0,-18,5
Cc1ccc(N=Nc2c(N)nn(-c3ccccc3)c2N)cc1,18,0.86,2,1.1,5,0,-2,-12,14
Cc1ccc(CSc2nnc(NC(=O)C3COc4ccccc4O3)s2)cc1 (stereo not given),-7,0.96,1,0.99,-4,-4,-5,1,4
Cc1ccc(S(=O)(=O)NC(=O)N(C)C2CCCCC2)cc1,16,1,3,1.1,-2,-1,-3,-10,-1
CCCc1nnc(NC(=O)c2cc3ccccc3oc2=O)s1,4,0.94,-3,0.97,-3,-5,-6,3,6
CCC(=O)Nc1nc(-c2ccccc2)nc(SC)c1C(C)=O,33,0.96,-10,0.88,5,1,-9,12,4
Cc1cnc(Sc2ncccc2[N+](=O)[O-])nc1,22,1,1,0.98,11,1,1,2,-2
COc1ccc2c(c1)C(SCC(=O)NCCc1ccccc1)CC(C)(C)O2 (stereo not given),12,1.1,-2,0.84,2,-3,-2,16,-12
CCSc1nnc(Nc2ccccc2)s1,25,1.2,1,1.3,-3,-3,-6,-27,-16
COc1ccc2[nH]c(=O)c(CN(C)C(=O)c3cccs3)cc2c1,12,0.88,-3,1,0,-1,-6,0,12
CCOc1ccccc1CNc1ccc(N2CCOCC2)c(C(=O)O)c1,17,0.79,-1,1,7,1,-2,-2,21

# Taken from the listing (2 entries):
SMILES,NLRP3 yeast inh,mIAP activ,SENP1 inh,hIAP activ,A3A deaminase,beta cell repl,APOBEC3G inh,hIAP block,mIAP inh
CCC(=O)Nc1ccc(NC(=O)c2ccco2)cc1,16,1.1,0,0.89,1,-4,6,11,-10
COc1ccc(S(=O)(=O)N2CCCCC2)cc1NC(=O)CCNC(=O)c1ccc(Br)cc1,6,0.95,-1,1.2,3,-1,0,-18,5

# Individual results from the results shown.
# Cc1ccc(S(=O)(=O)NC(=O)N(C)C2CCCCC2)cc1 in A3A deaminase → -2
# CCSc1nnc(Nc2ccccc2)s1 in SENP1 inh → 1
# Cc1ccc(N=Nc2c(N)nn(-c3ccccc3)c2N)cc1 in hIAP block → -12
# CCC(=O)Nc1ccc(NC(=O)c2ccco2)cc1 in NLRP3 yeast inh → 16

# Source: PubChem BioAssay
